Screening results (PubChem)
STAT3 act: IL-6 driven STAT3 reporter potentiators, primary screen, U3A cells, luciferase, luminescence, MLSCN library; activation (% of control), % at 5.6 µM; IL-6 STAT3-luciferase reporter; 100% = signal with IL-6 EC80 alone; hit rate 0.91% among 190,000;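 active = activation above the screen-wide mean of compound activation plus 3 SD, cut at about 130% in these data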;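 also: 0% = background luminescence of wells with medium and substrate only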
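system = STAT3-luciferase reporter U3A cells | reagent = IL-6 stimulus at 33 ng/mL final | timing = 1 h compound pre-exposure, 6 h IL-6 stimulation, 37 °C | measured by = luminescence | evaluation = % activation versus median of IL-6-stimulated wells | control set = IL-6-only wells as 100% reference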
APP transl inh: inhibitors of APP translation via 5'UTR reporter, primary screen, APP 5'UTR luciferase, SH-SY5Y cells. SH-SY5Y APP 5'UTR-luciferase reporter, luminescence. hit rate 0.82% among 190,000. inhibition, % at 2 µM;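 active = inhibition above a set limit, derived from the sample mean plus 3 SD, cut at about 45% in these data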; also: values of inactives mirror those of a sister screen read the other way
STAT1 blocker: STAT1 signaling inhibitors, primary screen, cell-based, HTS, luciferase reporter; NIH 3T3 STAT1-luciferase reporter, IFN-gamma, luminescence; inhibition, % at 5.5 µM; hit rate 0.35% among 200,000;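 active = inhibition above a set limit, the mean inhibition across all tested compounds plus 3 SD, cut at about 34% in these data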;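 also: 0% = IFN-gamma with DMSO and 100% = IFN-gamma with 300 µM nifuroxazide; values of inactives mirror those of a sister screen read the other way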
TLR4 MyD88 comp: inhibitors of TLR4-MyD88 association in cells, primary screen, cell-based, HeLa CL3-4, BLA complementation, FRET ratio | HeLa CL3-4 TLR4/MyD88 BLA complementation | hit rate 0.18% among 200,000 | Toll-like receptor 4 (Homo sapiens) + Myeloid differentiation primary response protein … | inhibition, % at 8.4 µM; in the data active = inhibition above about 25%;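 also: 0% = vehicle and 100% = reference inhibitor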
Target sequence (O00206 whole entry, looked up): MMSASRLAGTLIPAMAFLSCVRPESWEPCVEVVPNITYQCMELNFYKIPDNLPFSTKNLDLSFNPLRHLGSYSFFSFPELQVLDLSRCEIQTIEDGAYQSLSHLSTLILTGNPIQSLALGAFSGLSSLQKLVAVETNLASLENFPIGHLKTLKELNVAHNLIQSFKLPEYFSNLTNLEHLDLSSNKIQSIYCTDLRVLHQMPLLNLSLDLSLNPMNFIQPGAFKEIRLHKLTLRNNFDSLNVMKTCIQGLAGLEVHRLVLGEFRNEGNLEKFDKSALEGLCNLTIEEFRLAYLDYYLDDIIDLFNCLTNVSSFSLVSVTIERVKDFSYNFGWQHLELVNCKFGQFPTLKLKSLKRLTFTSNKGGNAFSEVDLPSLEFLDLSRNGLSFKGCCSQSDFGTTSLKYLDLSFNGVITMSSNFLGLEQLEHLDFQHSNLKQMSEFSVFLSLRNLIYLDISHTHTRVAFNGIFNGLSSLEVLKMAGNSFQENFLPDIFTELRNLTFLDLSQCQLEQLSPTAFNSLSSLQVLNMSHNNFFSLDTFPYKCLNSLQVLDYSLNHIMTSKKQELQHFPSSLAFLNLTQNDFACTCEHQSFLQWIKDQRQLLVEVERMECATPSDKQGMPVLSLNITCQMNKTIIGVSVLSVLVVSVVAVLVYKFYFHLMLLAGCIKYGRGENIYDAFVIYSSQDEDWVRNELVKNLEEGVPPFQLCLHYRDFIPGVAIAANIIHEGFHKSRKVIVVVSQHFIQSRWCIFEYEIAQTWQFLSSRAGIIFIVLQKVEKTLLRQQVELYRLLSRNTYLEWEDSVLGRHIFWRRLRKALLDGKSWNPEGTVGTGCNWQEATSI
Target sequence (Q99836 whole entry, looked up): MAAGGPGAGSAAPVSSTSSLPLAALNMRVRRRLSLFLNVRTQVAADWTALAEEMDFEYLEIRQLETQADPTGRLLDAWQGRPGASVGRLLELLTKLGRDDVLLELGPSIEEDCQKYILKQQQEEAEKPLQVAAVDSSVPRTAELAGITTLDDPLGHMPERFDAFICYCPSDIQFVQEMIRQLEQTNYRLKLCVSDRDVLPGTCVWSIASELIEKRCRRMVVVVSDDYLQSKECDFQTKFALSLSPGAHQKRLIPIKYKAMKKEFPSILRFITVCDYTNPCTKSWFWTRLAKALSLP
STAT1 activator: STAT1 signaling activators, primary screen, cell-based, HTS, luciferase reporter; NIH 3T3 STAT1-luciferase reporter, IFN-gamma, luminescence; 100% = IFN-gamma alone, no compound; activation (% of control), % at 5.5 µM; hit rate 2.6% among 200,000; AID 932, 2007;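 active = activation above the screen-wide mean activation plus 3 SD, cut at about 130% in these data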;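 also: raw ratio to IFN-gamma control signal so 100% means no change and 0% no light; values of inactives mirror those of a sister screen read the other way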
STAT3 inh: IL-6 driven STAT3 reporter inhibitors, primary screen, U3A cells, luciferase, luminescence, MLSCN library. inhibition, % at 5.5 µM. IL-6 STAT3-luciferase reporter; host cell line lacks STAT1. hit rate 0.89% among 190,000;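 active = inhibition above the mean inhibition across all screened compounds plus 3 SD, cut at about 44% in these data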;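 also: 0% = DMSO only wells and 100% = 100 µM nifuroxazide control wells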
Diaph act CS: compounds boosting diaphorase resazurin reduction – biochemical, uHTS, resorufin fluorescence, counter-screen for diaphorase-coupled primary assays, primary screen. Diaphorase/resazurin coupled assay, 16 min; stronger effect = higher value; 1 = vehicle wells, 0 = NADH-free wells. activation factor at 20 µM. hit rate 0.005% among 190,000;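 active = diaphorase activity raised at least twofold by the compound at 20 µM; inactive = activation factor below 2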
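Material: Purified diaphorase enzyme from Clostridium kluyveri | Buffer or medium: 50 mM HEPES pH 7.4 with 4.542 mM MgCl2, 0.005% Tween 20 | Times: 16 min enzyme reaction, ambient temperature | Signal: Red resorufin fluorescence at 544/590 nm excitation/emission | Measure: Increased resorufin signal from activators or reducing compounds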
G6PDH counter: L. mesenteroides G6PDH inhibitors, counter-screen for G6PDH-coupled screening assays, biochemical, Leuconostoc mesenteroides enzyme; glucose-6-phosphate dehydrogenase [Leuconostoc mesenteroides]; Purified L. mesenteroides G6PDH, diaphorase/resazurin coupled fluorescence, 45 min; inhibition, % at 5 µM; hit rate 0.12% among 200,000; in the data active = inhibition above about 50%
Diaphorase inh: diaphorase inhibitors and chemical oxidizers, primary screen, counter-screen for diaphorase-coupled primary assays, biochemical, uHTS, resorufin fluorescence; diaphorase resazurin-to-resorufin fluorescence, NADH, 16 min; bacterial (C. kluyveri) enzyme, not human; inhibition, % at 20 µM; hit rate 0.69% among 190,000;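 active = primary screen inhibition at 20 µM above a set limit, cut at about 50% in these data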;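 also: plate controls were DMSO with full reaction for no effect and wells lacking NADH for full effect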
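Test system: Clostridium kluyveri diaphorase enzyme / Quantity: diaphorase at 0.14 U/mL in enzyme working solution / Incubation: 16-min room-temperature incubation before reading / Benchmarks: NADH-free wells as positive control, DMSO-only neutral wells / Signal: resorufin fluorescence 544/590 nm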
Hsp70 activator: Hsp70 transcriptional activators, primary screen, cell-based, HeLa, Hsp70 promoter luciferase, luminescence, 10 µM; HeLa Hsp70 promoter luciferase reporter; scaled: vehicle 0, proteasome-inhibitor control 100%; activation, % at 10 µM; hit rate 0.04% among 200,000;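 active = activation above the mean across all tested compounds plus 3 SD, cutoff set per campaign, cut at about 5.5% in these data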;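 also: 100% = MG132 at 30 µM as the positive control and 0% = DMSO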
Numbers without * were called inactive; nt = no result given. Only part of the results is shown. The share of hits here may be higher or lower than overall.

[1] CC(=O)Oc1ccc2c(C)cc(=O)oc2c1
[2] CCCCN(CCCC)CCCOC(=O)c1ccc(N)cc1
[3] CC(C)NNC(=O)c1ccncc1
[4] COc1cc(C2Oc3cc(C4Oc5cc(O)cc(O)c5C(=O)C4O)ccc3OC2CO)ccc1O (stereo not given)
[5] COc1ccc(-c2oc3c(CC=C(C)C)c(O[C@@H]4O[C@H](CO)[C@@H](O)[C@H](O)[C@H]4O)cc(O)c3c(=O)c2O[C@@H]2O[C@@H](C)[C@H](O)[C@@H](O)[C@H]2O)cc1
[6] CCCOc1ccc2nc(NC(=O)OC)[nH]c2c1
[7] CCCC(=O)O[C@]1(C(=O)CCl)[C@@H](C)C[C@H]2[C@@H]3CCC4=CC(=O)C=C[C@]4(C)[C@@]3(F)C(=O)C[C@@]21C
[8] COc1ccc(C(=O)c2ccccc2)c(O)c1
[9] CCN(CCCCOC(=O)c1ccc(OC)c(OC)c1)C(C)Cc1ccc(OC)cc1 (stereo not given)
[10] CC1(C)O[C@@H]2C[C@H]3[C@@H]4C[C@H](F)C5=CC(=O)C=C[C@]5(C)[C@@]4(F)[C@@H](O)C[C@]3(C)[C@]2(C(=O)CO)O1
Screen / compound no.	1	2	3	4	5	6	7	8	9	10
G6PDH counter	1.0	5.9	4.4	5.0	6.1	12.5	7.5	-2.4	9.2	7.8
Diaphorase inh	8.9	5.3	10.2	-3.8	-7.6	-8.2	10.0	-3.4	3.7	7.4
Diaph act CS	0.9	0.9	0.9	1	1.1	1.1	0.9	1	1	0.9
STAT3 act	94.9	94.7	101.5	93.5	nt	111.8	100.2	105.1	106.4	96.8
STAT1 activator	99.0	103.3	102.5	95.7	nt	112.8	121.6	105.8	93.6	123.4
STAT1 blocker	1.1	-3.6	-2.8	4.7	nt	-14.1	-23.7	-6.4	7.1	-25.7
STAT3 inh	3.2	8.4	0.7	9.6	nt	-11.0	2.2	-2.4	-4.9	5.9
Hsp70 activator	0.0	0.0	-0.4	-0.3	-0.2	0.1	0.0	-0.1	-0.1	-0.4
APP transl inh	-5.0	-18.8	-22.9	9.1	nt	85.9*	-80.5	-5.9	-5.4	-71.2
TLR4 MyD88 comp	1.2	8.5	-3.8	6.2	nt	-14.1	-7.5	-8.3	2.7	0.2

Structural class: the compounds so far with an aryl methoxy group (4)
[4] COc1cc(C2Oc3cc(C4Oc5cc(O)cc(O)c5C(=O)C4O)ccc3OC2CO)ccc1O (stereo not given)
[5] COc1ccc(-c2oc3c(CC=C(C)C)c(O[C@@H]4O[C@H](CO)[C@@H](O)[C@H](O)[C@H]4O)cc(O)c3c(=O)c2O[C@@H]2O[C@@H](C)[C@H](O)[C@@H](O)[C@H]2O)cc1
[8] COc1ccc(C(=O)c2ccccc2)c(O)c1
[9] CCN(CCCCOC(=O)c1ccc(OC)c(OC)c1)C(C)Cc1ccc(OC)cc1 (stereo not given)
Screen / compound no.	4	5	8	9
G6PDH counter	5.0	6.1	-2.4	9.2
Diaphorase inh	-3.8	-7.6	-3.4	3.7
Diaph act CS	1	1.1	1	1
STAT3 act	93.5	nt	105.1	106.4
STAT1 activator	95.7	nt	105.8	93.6
STAT1 blocker	4.7	nt	-6.4	7.1
STAT3 inh	9.6	nt	-2.4	-4.9
Hsp70 activator	-0.3	-0.2	-0.1	-0.1
APP transl inh	9.1	nt	-5.9	-5.4
TLR4 MyD88 comp	6.2	nt	-8.3	2.7

Continuation.
[11] CC(C)(C)NCC(O)COc1cccc2c1C[C@H](O)[C@H](O)C2 (stereo not given in full)
[12] COc1cc(N)c(Cl)cc1C(=O)N[C@@H]1CCN(CCCOc2ccc(F)cc2)C[C@@H]1OC
[13] C/C(=N\NC(=S)NCc1ccccc1)C1CCCCC1
[14] CCCCCCCCCCCCCCCC(O)C(N)CO (stereo not given)
[15] CCCC(=O)O[C@]1(C(=O)COC(C)=O)CC[C@H]2[C@@H]3C[C@H](F)C4=CC(=O)C=C[C@]4(C)[C@@]3(F)[C@@H](O)C[C@@]21C
[16] O=C(c1ccccn1)N(Cc1cccs1)C1(C(=O)NC2CCCCC2)CCCCC1
[17] N=c1nc(N2CCCCC2)cc(N)n1O
[18] O=C(O)Cc1cn(-c2ccccc2)nc1-c1ccc(Cl)cc1
[19] Cc1c(C)n(Cc2ccccc2)c2ccc(C(=O)OCCN(C)C)cc12
[20] CN(C)CCCSc1ccccc1NC(=O)/C=C/c1ccccc1
[21] CCN(CC)CC1CCCCN1CC(=O)N1c2ccccc2C(=O)Nc2cccnc21 (stereo not given)
[22] Cc1scc2c1N(C(=O)CN1CCN(C)CC1)c1ccccc1NC2=O
Screen / compound no.	11	12	13	14	15	16	17	18	19	20	21	22
G6PDH counter	13.6	11.1	12.8	12.0	8.5	-2.2	16.2	-5.2	0.8	8.2	9.5	9.0
Diaphorase inh	8.8	1.6	-6.9	-128.1	8.1	-8.5	15.4	12.4	-13.3	13.3	8.5	10.3
Diaph act CS	0.9	1	1.1	2.3*	0.9	1.1	0.8	0.9	1.1	0.9	0.9	0.9
STAT3 act	99.4	nt	107.9	106.3	92.9	100.4	99.0	98.4	94.5	nt	nt	103.2
STAT1 activator	97.5	nt	100.4	100.7	124.2	97.3	97.8	102.2	113.0	nt	nt	99.7
STAT1 blocker	2.7	nt	-3.8	-0.8	-26.6	3.6	2.4	-1.7	-16.1	nt	nt	-1.2
STAT3 inh	3.0	nt	-4.6	-4.8	10.4	0.1	3.4	2.6	8.7	nt	nt	-1.9
Hsp70 activator	-0.2	-0.1	0.4	0.0	-0.3	-0.2	-0.2	-0.3	0.1	0.8	0.1	-0.1
APP transl inh	0.1	nt	-8.6	-0.5	-77.1	4.7	-3.5	1.2	-5.8	nt	nt	8.8
TLR4 MyD88 comp	8.2	nt	7.9	-4.6	1.4	-16.5	-8.9	-1.5	11.3	nt	nt	-12.6

3 of the entries above in order of the TLR4 MyD88 comp value, largest number first.
nr | SMILES | STAT3 act | STAT1 activator | STAT1 blocker | Hsp70 activator | APP transl inh | TLR4 MyD88 comp
13 | C/C(=N\NC(=S)NCc1ccccc1)C1CCCCC1 | 107.9 | 100.4 | -3.8 | 0.4 | -8.6 | 7.9
18 | O=C(O)Cc1cn(-c2ccccc2)nc1-c1ccc(Cl)cc1 | 98.4 | 102.2 | -1.7 | -0.3 | 1.2 | -1.5
17 | N=c1nc(N2CCCCC2)cc(N)n1O | 99.0 | 97.8 | 2.4 | -0.2 | -3.5 | -8.9
